# NCOA3 inh = inhibitors of human steroid receptor coactivator 3 (SRC3); Q9Y6Q9; HEK293 GAL4-SRC3 luciferase reporter, luminescence; inhibition, % at 3.6 µM; 0.17% of 360,000 active; AID 588352;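 active = inhibition above a per-campaign cutoff, the mean of all compounds plus 3 SD, cut at about 60% in these data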;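 also: 0% = DMSO-treated cells and 100% = gossypol-treated cells at 36 µM; higher means less SRC3-driven luciferase light from the GAL4 reporter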
# TWEAK-Fn14 inh = blocks TWEAK-Fn14 interaction in a reporter cell assay; TWEAK-stimulated Fn14 reporter cells, luciferase luminescence, 8 h; inhibition, % at 10 µM; 2% of 360,000 active; in the data active = inhibition above about 50%
# EBV LMP1 NFkB = Epstein-Barr LMP1 NF-kappaB reporter inhibition; LMP1-induced NF-kappaB luciferase reporter cells, luminescence; inhibition, % at 12.5 µM; 0.69% of 350,000 active; in the data active = inhibition above about 41%;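 also: 0% = neutral control wells and 100% = reference inhibitor control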
# NOD2-RIPK2 inh = NOD2-RIPK2 protein interaction inhibition. O43353. CHO BLA complementation NOD2-RIPK2, CCF4 ratio. inhibition, % at 4.98 µM. 0.38% of 360,000 active. AID 624267; in the data active = inhibition above about 21%;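 also: 0% = vehicle only and 100% = reference blocker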
# COUP-TFII inh = inhibitors of human COUP-TFII (NR2F2). HEK293T NGFI-A luciferase reporter, luminescence. inhibition, % at 8.6 µM. 0.7% of 370,000 active. AID 686940;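 active = inhibition above a per-plate cutoff, mean inhibition of test wells between control levels plus 3 SD, cut at about 38% in these data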;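 also: cells cotransfected with COUP-TFII expression vector driving the NGFI-A reporter; 0% = median of COUP-TF2 test wells and 100% = reporter-only cells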
# Target sequence (P24468 whole entry, looked up): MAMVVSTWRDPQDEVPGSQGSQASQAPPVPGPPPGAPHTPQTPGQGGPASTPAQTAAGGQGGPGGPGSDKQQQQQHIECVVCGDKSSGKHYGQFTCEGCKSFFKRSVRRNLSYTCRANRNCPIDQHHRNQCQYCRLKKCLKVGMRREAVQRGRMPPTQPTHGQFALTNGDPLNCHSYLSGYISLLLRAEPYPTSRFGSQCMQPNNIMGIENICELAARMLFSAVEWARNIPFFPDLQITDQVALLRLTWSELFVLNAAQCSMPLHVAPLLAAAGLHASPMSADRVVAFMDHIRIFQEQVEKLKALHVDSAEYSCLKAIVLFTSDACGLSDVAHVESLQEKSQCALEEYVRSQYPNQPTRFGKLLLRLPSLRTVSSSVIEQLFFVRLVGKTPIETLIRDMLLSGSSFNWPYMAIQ
# LRH-1 inv ag = NR5A2 inverse agonism in reporter assay. HEK293T StAR-luciferase reporter, LRH-1 transfected, 24 h. AID 602396. 0.13% of 360,000 active. inhibition, % at 3.6 µM;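 active = inhibition above the mean inhibition of all tested compounds plus 3 SD, cut at about 73% in these data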;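 also: 0% = DMSO wells and 100% = reporter-only cells lacking LRH-1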
# Target sequence (O00482 whole entry, looked up): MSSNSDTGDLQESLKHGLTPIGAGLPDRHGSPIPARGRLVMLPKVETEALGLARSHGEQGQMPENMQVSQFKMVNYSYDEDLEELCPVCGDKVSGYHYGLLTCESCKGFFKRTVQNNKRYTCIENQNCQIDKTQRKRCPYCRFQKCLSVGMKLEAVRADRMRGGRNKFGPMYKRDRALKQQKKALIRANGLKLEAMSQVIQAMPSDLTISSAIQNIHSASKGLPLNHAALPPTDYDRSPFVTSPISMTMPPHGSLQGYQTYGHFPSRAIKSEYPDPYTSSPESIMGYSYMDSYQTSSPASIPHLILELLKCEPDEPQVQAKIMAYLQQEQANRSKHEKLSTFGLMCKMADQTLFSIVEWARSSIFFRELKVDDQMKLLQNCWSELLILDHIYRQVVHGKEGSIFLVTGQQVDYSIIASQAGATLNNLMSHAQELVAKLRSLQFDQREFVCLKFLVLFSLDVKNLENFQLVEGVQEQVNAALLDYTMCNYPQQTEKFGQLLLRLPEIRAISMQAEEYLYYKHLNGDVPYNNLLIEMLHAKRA
# TLR9-MyD88 inh = inhibitors of human TLR9-MyD88 binding; Q9NR96+Q99836; CHO BLA complementation TLR9-MyD88, CCF4 FRET ratio; inhibition, % at 4.98 µM; 0.21% of 340,000 active; AID 504734;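 active = inhibition above the mean over all tested compounds plus 3 SD, cut at about 21% in these data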;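 also: 0% = DMSO only wells and 100% = clavulanate BLA inhibitor control wells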
# TROY NFkB inh = inhibitors of TROY-dependent NF-kB signaling. Q293 LMP1-TROYcd NF-kB luciferase reporter, 4 h. inhibition, % at 10 µM. 0.98% of 360,000 active. AID 1347056;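 active = compounds whose plate-normalised and pattern-corrected inhibition of the luciferase reporter signal at the single screening dose is 50% or more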
# NCOA1 inh = human NCOA1 inhibition. Q15788. 0.12% of 360,000 active. HEK293 GAL4-SRC1 luciferase reporter, luminescence. inhibition, % at 3.6 µM. AID 588354;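 active = inhibition above the campaign mean plus 3 SD, with each screening campaign given its own cutoff, cut at about 60% in these data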;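 also: 0% = DMSO treated cells and 100% = gossypol at 36 µM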
# SRC2 inh = inhibits human steroid receptor coactivator 2. Q15596. inhibition, % at 9 µM. 0.17% of 370,000 active. HEK293 GAL4-SRC2 luciferase reporter, luminescence;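 active = inhibition above the mean inhibition of all tested compounds plus 3 SD, set per campaign, cut at about 52% in these data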;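 also: 0% = DMSO treated cells and 100% = cells given Gossypol at 36 µM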
# C8 TRAIL sens = caspase-8 TRAIL sensitization; NB7+C8 cells + TRAIL, ATPlite viability luminescence; inhibition (viability loss, TRAIL sensitization), % at 10 µM; 1% of 360,000 active;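 active = compounds causing at least 50% loss of cell viability in the single-dose screen, relative to plate controls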
# * marks the source's active call; other numbers are inactive results; . = no result given.
# Results follow in this order: NCOA3 inh	TWEAK-Fn14 inh	EBV LMP1 NFkB	NOD2-RIPK2 inh	COUP-TFII inh	LRH-1 inv ag	TLR9-MyD88 inh	TROY NFkB inh	NCOA1 inh	SRC2 inh	C8 TRAIL sens
> O=C(C[n+]1ccc2ccccc2c1)c1cccc2ccccc12
  -7.0	21.4	-17.2	-10.5	-5.4	20.6	-1.0	17.1	-8.6	-15.9	-0.8
> COc1ccc(N(CC(=O)Nc2cccc3ccccc23)S(C)(=O)=O)cc1
  11.8	-9.7	3.7	3.9	-6.2	-11.4	2.7	-23.2	-6.4	12.9	-11.1
> CCCc1cc(=O)n2[nH]c(C)cc2n1
  0.2	-2.2	-5.9	-4.5	-20.4	17.1	-0.1	-8.1	-7.5	-13.2	3.2
> COc1ccccc1CNc1ncnc2c1nnn2Cc1ccccc1
  -21.0	6.6	4.6	-2.5	-9.3	-27.9	-2.0	22.4	0.6	17.6	-3.4
> O=C1Nc2c(c(=O)[nH]c(=O)n2-c2ccccc2)C1(Nc1ncccn1)C(F)(F)F (stereo not drawn)
  -7.8	10.1	-3.7	-2.6	2.7	-22.1	-6.4	10.8	-19.3	-40.9	1.1
> COCCNC(=O)c1cc2c(c(-c3cccc(-c4cc5ccccc5o4)c3)n1)[C@@H](CCO)N(S(=O)C(C)(C)C)C2 (stereo partly drawn)
  7.9	-8.2	.	9.5	-16.4	-10.9	.	-13.5	4.5	-16.5	-24.1
> CCOC(=O)c1cnn(-c2nc(-c3ccc(F)cc3)cs2)c1C(F)(F)F
  -17.9	21.0	-10.3	-1.2	2.9	5.3	1.8	-7.3	-12.2	-12.9	-8.4
> O=c1c2c3c(sc2nc(NCCOCCO)n1Cc1ccco1)CCCCC3
  16.0	-2.0	4.2	-13.5	2.3	1.7	-11.4	-15.2	7.4	5.1	-2.6
> O=C(c1ccco1)N1CCN(Cc2nc3ccc([N+](=O)[O-])cc3c(=O)n2-c2ccccc2F)CC1
  9.1	41.9	17.8	-1.8	-11.5	18.1	-0.9	4.2	17.8	-7.1	17.7
> COc1ccc(CC(=O)Nc2ccc(N(C)C)c3ccccc23)cc1
  -10.3	1.3	8.7	14.4	-4.4	-6.4	0.0	5.1	-3.5	15.7	11.1
> O=C(Nc1ccc(S(=O)(=O)N2CCCC2)cc1)Nc1ccc(F)cc1F
  7.6	7.5	-8.4	4.1	5.6	9.0	10.6	-49.3	-6.1	-3.2	-3.4
> CCOC(=O)c1ccc(NC2Nc3cc(C)nn3S2)cc1 (stereo not drawn)
  6.4	2.4	1.5	-18.4	10.2	-24.1	-7.6	-31.9	-9.9	-11.1	-5.8
> COc1ccc(NC(=O)c2ccc(NC(=O)c3cccnc3)cc2)cc1
  -57.4	2.7	-5.4	-6.2	-8.6	-0.2	-8.8	-3.8	-10.4	-18.5	-15.0
> O=C(NC1CCOCC1)C1CCC(=O)N(CCc2ccc(Cl)cc2)C1 (stereo not drawn)
  -4.7	-2.6	-8.0	-1.8	-18.1	-10.8	-3.5	13.6	0.9	-2.6	2.9
> CNc1nc(Nc2ccc(C)c(Cl)c2)nc(N)c1[N+](=O)[O-]
  -105.0	7.4	-54.8	2.8	-47.3	-85.0	-6.5	-82.8	-118.6	-65.3	-14.9
> COc1ccc(C2CC(=O)Oc3cc(OC)c(OC)c(OC)c32)cc1 (stereo not drawn)
  1.8	-3.9	-2.5	-6.3	2.7	1.8	-5.7	10.8	0.9	7.3	-0.3
> Cc1[nH][nH]c(=O)c1C(c1ccc(-c2ccc(Cl)c(Cl)c2)o1)c1c(C)[nH][nH]c1=O
  28.0	43.5	17.2	5.5	0.8	13.3	9.1	9.4	11.4	-14.4	-13.3
> CC1Cc2cc(S(=O)(=O)N3CCCC(C(=O)N4CCCCC4)C3)ccc2N1C(=O)C1CC1 (stereo not drawn)
  7.4	-11.4	3.7	4.6	7.3	-9.7	-0.9	20.8	8.7	-14.9	14.3
> O=C1C2CCCCN2C(=O)N1CCCCN1CCN(c2ccc(F)cc2)CC1 (stereo not drawn)
  -12.7	7.2	3.1	4.5	-10.1	-1.8	-2.8	-8.9	-17.8	-2.8	4.7
> COC(Cc1nnc(SC)n1-c1ccccc1)OC
  19.4	-3.5	-6.5	7.6	-1.6	29.1	-8.2	-2.6	15.3	-13.3	15.1

# Ordered by the number under SRC2 inh (highest first): some entries from above
Molecule | SRC2 inh
COc1ccccc1CNc1ncnc2c1nnn2Cc1ccccc1 | 17.6
O=C(NC1CCOCC1)C1CCC(=O)N(CCc2ccc(Cl)cc2)C1 (stereo not drawn) | -2.6
O=C1C2CCCCN2C(=O)N1CCCCN1CCN(c2ccc(F)cc2)CC1 (stereo not drawn) | -2.8
COC(Cc1nnc(SC)n1-c1ccccc1)OC | -13.3
COCCNC(=O)c1cc2c(c(-c3cccc(-c4cc5ccccc5o4)c3)n1)[C@@H](CCO)N(S(=O)C(C)(C)C)C2 (stereo partly drawn) | -16.5

# Going on with the list:
# Results follow in this order: NCOA3 inh	TWEAK-Fn14 inh	EBV LMP1 NFkB	NOD2-RIPK2 inh	COUP-TFII inh	LRH-1 inv ag	TLR9-MyD88 inh	TROY NFkB inh	NCOA1 inh	SRC2 inh	C8 TRAIL sens
> Cc1cccc(OCC(=O)N2CCC(N3CCCCCC3)CC2)c1
  -0.8	-2.8	-1.3	-4.2	0.6	11.4	0.2	9.6	-4.2	-14.0	-4.5
> S=c1[nH]nc(Nc2ccccc2Cl)s1
  -11.0	-1.2	3.6	-8.5	-6.8	-45.4	-1.6	-13.7	-31.2	-69.0	-2.1
> Cc1ccc(C)c(NC(=O)CN(C)C(=O)c2ccccc2OCc2ccccc2Cl)c1
  22.2	7.7	-0.6	-7.2	-6.2	14.0	11.2	-1.8	-6.9	1.7	0.7
> COc1ccc(-c2nc(CS(=O)CC(=O)NCCCN3CCCC3)c(C)o2)cc1OC (stereo not drawn)
  -3.7	6.8	3.1	0.7	-13.0	2.2	2.8	9.6	-11.7	6.3	-25.1
> O=[N+]([O-])c1ccc(OCCOc2ccccc2/C=N/n2cnnc2)cc1
  10.6	1.5	0.0	-5.8	-3.7	7.4	4.6	-5.2	-6.1	-47.9	-6.1
> COc1cccc(C(=O)NCCC(=O)NCc2cc(=O)n(C)c(=O)n2C)c1
  11.0	-8.3	-2.6	-2.1	-9.9	-3.8	-3.6	-14.9	16.2	-29.6	-1.5
> Cc1ccc(N2CC(C(=O)Nc3ccc(N4CCOCC4)cc3)CC2=O)cc1C (stereo not drawn)
  -20.7	1.8	2.5	-1.7	-10.0	-1.5	-3.4	1.0	-8.0	5.5	-11.8
> Cc1ccccc1NC(=O)C1COc2ccccc2O1 (stereo not drawn)
  -17.6	-10.0	11.1	-0.3	-16.3	11.3	-11.5	-17.1	-8.5	-12.6	-14.5
> O=C(NCCN1CCNC1=O)C1CCC(=O)N(Cc2ccccc2F)C1 (stereo not drawn)
  3.8	11.2	2.1	-13.4	-1.7	11.6	2.3	23.2	-28.2	-24.2	-2.9
> COc1ccc(CCNC(=O)c2c(O)c3ccccc3n(C)c2=O)cc1
  4.3	-2.1	-5.1	-6.9	-5.6	-0.8	-0.3	22.9	4.3	-0.3	3.9
> Cc1cccc2cc(CN(Cc3cccs3)C(=S)NCC3CCCO3)c(=O)[nH]c12 (stereo not drawn)
  4.1	-9.9	0.5	-5.3	-15.7	-11.3	-7.3	-1.6	-20.4	18.0	-1.2
> O=C1CCCN1c1ccc(S(=O)(=O)NCc2ccco2)cc1
  -10.9	12.7	-2.6	-8.3	3.5	17.1	-4.1	-6.8	5.4	-6.3	0.6
> CCCn1c(SCC(=O)NCc2ccccc2)n[nH]c1=O
  18.7	-2.1	2.1	3.1	-6.3	-7.9	-3.4	-6.5	-7.2	6.0	-1.0
> CCOC(=O)C1(Cc2ccccc2C)CCCN(C(=O)c2ccc3nccnc3c2)C1 (stereo not drawn)
  9.7	0.2	0.5	3.8	12.0	0.2	3.8	-10.6	-8.8	5.2	17.5
> Cn1c(CN2CCCC2)nc2cc(NC(=O)c3ccco3)ccc21
  -8.6	-20.4	-15.1	-2.2	-29.0	-50.9	4.8	-13.9	-51.8	-41.2	-10.7
> Cc1ccc(NC(=O)N(CCCN2CCOCC2)Cc2cc3cc4c(cc3[nH]c2=O)OCO4)cc1
  4.7	-16.6	1.6	0.0	4.2	8.6	0.2	-18.1	-19.8	-27.1	-5.5
> CC1=C(C(=O)N(C(C)C)C(C)C)CC(CC(=O)NCCc2ccccn2)C(=O)N1Cc1ccccc1 (stereo not drawn)
  17.3	-4.3	2.7	-1.4	-4.0	-11.7	0.8	-10.7	11.2	-8.2	-2.4
> O=C(c1cc(-c2ccccc2)nc2ccccc12)N1CCN(c2ccccn2)CC1
  -9.9	20.1	1.9	4.7	-6.8	-1.1	-0.4	-8.5	3.2	-12.5	19.5
> O=C(NC1CCCc2ccccc21)c1ccccc1Br (stereo not drawn)
  -4.5	3.1	-5.6	-6.6	0.9	-21.7	-0.3	-1.6	-1.8	12.8	-12.9
> O=C(O)CNC(=O)/C(=C\c1ccc2c(c1)OCO2)NC(=O)c1ccc(Br)cc1
  -3.1	-0.9	-0.5	-10.5	8.2	-1.3	.	-16.9	7.8	13.8	-9.1
> O=C(COc1ccc(Cl)cc1Br)Nc1ccccc1N1CCCC1
  -17.2	-17.9	2.8	-2.0	-24.0	-48.5	-5.3	-14.8	-21.7	-40.8	9.3
> c1ccc(CCn2c(C3CC3)nc3ccccc32)cc1
  15.5	-17.4	4.8	-1.9	6.2	6.7	-6.5	-0.3	21.4	11.2	-0.1
> NC(=O)c1nn(Cc2ccccc2)c(=O)c2ccccc12
  0.4	-7.0	-11.9	7.0	3.5	-11.1	7.7	11.6	-2.9	-23.8	-5.6
> COc1ccccc1-c1ccc(SCc2ccc([N+](=O)[O-])cc2)nn1
  8.2	-23.6	-4.5	-0.6	9.1	-23.9	-11.1	-5.8	-9.5	-12.1	-16.9
> Cc1cccn2c(=O)c3cc(C(=O)N4CCN(Cc5ccccc5)CC4)sc3nc12
  -12.6	-20.6	-7.2	3.0	1.4	-0.5	4.9	2.8	-1.8	-33.1	-8.8
> Cc1ccc(NC(=O)CCN2C(=O)NC(C)(C)C2=O)cc1F
  11.4	4.6	2.2	-0.2	-0.9	-2.6	0.7	-4.6	-12.9	-7.3	-11.1
> Cc1ccc(-c2csc(N(C)C(=O)c3c(C)nn(-c4ccccc4)c3Cl)n2)cc1
  7.8	45.9	13.7	-2.5	-0.3	0.2	2.5	30.5	0.0	12.4	-0.6
> Oc1ccc(-c2csc(Nc3ccccn3)n2)c(O)c1
  -91.5	0.5	-29.6	-15.7	-51.9	-84.4	2.0	-43.5	-91.0	-30.2	13.7

# Complete entries, looked up by structure. Order of screens: NCOA3 inh | TWEAK-Fn14 inh | EBV LMP1 NFkB | NOD2-RIPK2 inh | COUP-TFII inh | LRH-1 inv ag | TLR9-MyD88 inh | TROY NFkB inh | NCOA1 inh | SRC2 inh | C8 TRAIL sens
# Listed for COc1ccccc1-c1ccc(SCc2ccc([N+](=O)[O-])cc2)nn1 = 8.2 | -23.6 | -4.5 | -0.6 | 9.1 | -23.9 | -11.1 | -5.8 | -9.5 | -12.1 | -16.9
# Listed for Cc1ccc(-c2csc(N(C)C(=O)c3c(C)nn(-c4ccccc4)c3Cl)n2)cc1 = 7.8 | 45.9 | 13.7 | -2.5 | -0.3 | 0.2 | 2.5 | 30.5 | 0.0 | 12.4 | -0.6

# Only part of the results is shown; the hit share may differ from the screen's.
